Source: PubChem BioAssay (several laboratories)
TNF death inh: blocks TNF-alpha induced death of Jurkat FADD-/- cells | activation (protection from cell death), % at 10 µM | AID 463075 | Jurkat FADD-/- TNF necroptosis rescue, ATP luminescence, 24 h; 0 = TNF only, 100 = no-TNF cells | 220,000 compounds, 0.068% hits;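 active = activation, meaning protection from cell death, of at least 50% relative to plate controls; inactive = activation below 50%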;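 also: necroptosis triggered by 40 ng/mL TNF-alpha added together with compound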
Mdm2 ligase inh: Mdm2 E3 ligase (human) inhibition; AID 1230; Q00987; cell-based MDM2 ubiquitination luciferase reporter, 2 h; 0 = plate control, 100 = twice control, blank-subtracted; 210,000 compounds, 0.11% hits; signal enhancement, % at 5 µM;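 active = signal enhancement of 30% or more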;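 also: luminescence tracks abundance of the self-degrading MDM2-luciferase fusion protein; higher signal means inhibition of MDM2 E3 ligase activity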
Target sequence (Q00987 whole entry, looked up, the tested form may be a part): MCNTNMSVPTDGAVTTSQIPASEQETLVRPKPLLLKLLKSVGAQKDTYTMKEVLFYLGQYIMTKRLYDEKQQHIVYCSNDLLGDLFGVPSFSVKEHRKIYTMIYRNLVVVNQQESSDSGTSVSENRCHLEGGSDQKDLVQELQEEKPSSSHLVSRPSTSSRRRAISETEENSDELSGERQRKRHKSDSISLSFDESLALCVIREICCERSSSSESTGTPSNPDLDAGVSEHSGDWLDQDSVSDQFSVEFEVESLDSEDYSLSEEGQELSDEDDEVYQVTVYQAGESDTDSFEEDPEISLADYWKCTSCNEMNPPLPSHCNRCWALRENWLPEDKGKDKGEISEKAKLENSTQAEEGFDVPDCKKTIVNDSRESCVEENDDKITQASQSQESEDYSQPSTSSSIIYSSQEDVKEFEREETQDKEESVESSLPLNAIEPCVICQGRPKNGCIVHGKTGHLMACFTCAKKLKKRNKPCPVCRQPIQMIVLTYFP
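Test system: mammalian cells stably expressing self-ubiquitinating, self-degrading MDM2 E3–luciferase fusion; Amount: 2000 cells in each well; Medium: DMEM; Schedule: 4 h settle plus 2 h compound, 37 °C; Technique: SteadyLite luciferase luminescence after 15 min room-temperature reagent incubation; Benchmarks: plate control and blank wells.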
PERK inh: human PERK inhibition, primary cell-based screen; CHO PERK-DD fusion, SEAP luminescence translation reporter; inhibition, % at 5.6 µM; 220,000 compounds, 0.17% hits;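 active = inhibition above the mean inhibition of all tested compounds plus 3 SD, set separately per screening campaign, cut at about 2.9% in these data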;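 also: PERK kinase domain activated by AP20187 dimerizer at 100 nM; 0% = DMSO with dimerizer and 100% = rapamycin at 8.4 µM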
m-calpain inh: calpain II (pig) inhibition; purified calpain II, fluorogenic peptide substrate, 30 min; inhibition, % at 16 µM; 220,000 compounds, 0.37% hits;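 active = inhibition above about 50%, limit read from the data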
Rad51 HR inh: blocks human Rad51 in homologous recombination. hRad51 DNA strand exchange, fluorescence dequenching. AID 1385. 200,000 compounds, 0.085% hits. inhibition, % at 10 µM;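 active = inhibition above 40% at the single screening dose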;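 also: 0% = DMSO control wells and 100% = blanks with heterologous ssDNA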
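Material: Human Rad51 nucleoprotein filaments preassembled on unlabelled ssDNA | Also added: Labelled 47-mer dsDNA for strand exchange | Dosing: Single dose, 10 µM final compound | Schedule: 30-min compound preincubation and 15-min exchange, both room temperature | Technique: Fluorescence dequenching at 485/520 nm | Measure: Percent inhibition relative to plate controls and blanks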
KCC2 mod: KCC2 (human) Cl- transport modulation. Q9H2X9. KCC2 cells, thallium flux FluoZin-2 fluorescence. B-score of Tl+ flux slope (higher = more flux/activation; lower = inhibition) at 10 µM. 190,000 compounds, 2.2% hits. AID 1456;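 active = thallium flux slope and its plate-corrected score both differing from the plate sample mean at a set confidence after two filtering rounds, in either direction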;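 also: slope of fluorescence scaled to starting intensity during 10 to 20 s after thallium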
EBV gp42 inh: EBV gp42 inhibition | Q1HVG2 | AID 1085 | 220,000 compounds, 0.42% hits | inhibition, % (tested at 21.74 µM) | Fluorescence polarization binding assay, mP read-out; in the data active = inhibition above about 50%
Target sequence (Q1HVG2 whole entry, looked up): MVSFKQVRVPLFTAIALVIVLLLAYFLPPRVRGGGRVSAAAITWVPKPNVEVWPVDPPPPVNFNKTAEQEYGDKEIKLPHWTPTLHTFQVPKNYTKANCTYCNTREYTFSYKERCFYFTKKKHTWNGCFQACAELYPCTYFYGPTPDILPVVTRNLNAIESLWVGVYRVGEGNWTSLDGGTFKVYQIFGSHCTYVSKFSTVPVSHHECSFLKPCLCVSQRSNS
zVAD death inh: blocks zVAD induced death of L929 cells | L929 zVAD necroptosis rescue, ATP luminescence, 24 h; with zVAD 60 µM | viability rescue, % at 10 µM | 220,000 compounds, 0.38% hits | AID 1377;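 active = activation, scaled between plate controls, above about 75%, limit read from the data; inactive = activation under that limit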;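 also: 0% = zVAD with DMSO and 100% = DMSO alone without zVAD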
eIF4E 4G PPI: blocks eIF4E binding to eIF4G. AID 782. P63073+Q04637. inhibition, % at 21.7 µM. TR-FRET eIF4E-eIF4GI(517-606) binding, 2 h. 220,000 compounds, 0.37% hits;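 active = inhibition above about 30%, limit read from the data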;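 also: 0% = full FRET control wells and 100% = background wells lacking eIF4GI fragment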
Active calls of the source: *; i = inactive; · = not tested or not shown; [ ] = dose if it differs, or a comment.

SMILES	TNF death inh	Mdm2 ligase inh	PERK inh	m-calpain inh	Rad51 HR inh	KCC2 mod	EBV gp42 inh	zVAD death inh	eIF4E 4G PPI
CCOC(=O)COc1cc(Br)c(/C=N/Nc2ccccc2)cc1OC	-0.6	-5.3	-0.5	-5.3	·	0.276	-24.0	-0.2	-15.8
CCN1CCc2nc(NC(=O)C(c3ccccc3)c3ccccc3)sc2C1	3.2	-7.8	1.3	-128.1	-2.3	-0.593	-9.1	0.4	-3.6
COC(=O)c1ccc(CSc2nnc(-c3ccncc3)n2Cc2ccccc2)o1	-1.7	-14.7	0.1	-0.7	-5.0	-0.485	-10.0	0.0	-2.3
CC(CC(=O)O)CC(=O)Nc1cc([N+](=O)[O-])ccc1O (stereo unspecified)	-0.4	10.9	0.9	21.9	-2.5	0.11	-1.6	1.3	1.6
CCOC(=O)N1CCC(N2C(=O)c3ccccc3C2=O)CC1	1.0	-7.2	-0.7	-12.6	1.4	0.565	3.0	1.3	3.2
O=C(CCSc1ccc(Cl)cc1)NC12CC3CC(CC(C3)C1)C2	5.2	-18.1	-1.0	33.1	-7.4	-0.57	0.3	0.5	3.7
O=C1CSC(c2nn(-c3ccccc3)cc2-c2cc3ccccc3oc2=O)N1Cc1ccco1 (stereo unspecified)	-0.1	-17.8	-1.9	-124.5	-4.8	-1.35	-3.4	-0.2	3.2
CC(=O)NC(NC(=S)Nc1ccc(N=Nc2ccccc2C)cc1C)C(Cl)(Cl)Cl (stereo unspecified)	5.5	-13.9	1.9	29.7	2.5	1.93	-3.5	1.0	-1.2
Cc1cc(C)c(NC(=O)c2ccc(CNS(=O)(=O)c3cc(C(F)(F)F)ccc3Cl)cc2)c(C)c1	0.2	-19.1	-1.8	-0.5	-7.5	-0.83	-4.7	0.0	2.8[fluorescence artefact?]
COc1cc(C)c(CN2CCCCC2CO)cc1C (stereo unspecified)	1.6	-17.6	-0.3	9.0	-6.2	-0.359	-10.0	-0.1	9.7
CN(C)CCNc1oc(-c2cccc(Cl)c2)nc1C#N	5.3	-13.8	-2.4	i	-0.7	·	-19.6	0.7	5.6
CC(=O)c1ccc(N2CCN(C(=O)c3ccc4nc[nH]c4c3)CC2)cc1	-0.8	10.5	1.0	-6.6	·	-0.0265	-13.1	0.3	8.4
O=CN1CCN(C(C(=O)NC2CCCC2)c2ccc(Cl)cc2)CC1 (stereo unspecified)	6.2	11.9	0.4	-10.0	0.5	0.556	-14.7	0.3	-5.5
CCCCn1c(N)c(N(CCC(C)C)C(=O)COC(=O)c2ccco2)c(=O)[nH]c1=O	2.6	-0.2	0.6	9.3	6.0	0.0337	-30.9	0.3	-8.7
CCn1c(O)c(N=NC(=O)CNC(=O)c2ccco2)c2ccccc21	-0.1	-8.0	0.5	14.9	-4.5	0.132	-17.0	-0.3	3.6
O=c1[nH]c(-c2ccccc2O)nc2c1CCCC2	1.5	-8.5	0.9	-84.5	8.7	-0.0792	-1.1	1.2	12.6[fluorescence artefact?]
CCOc1ccc(CN2CCN(CC3=Cc4cccc(OC)c4OC3)CC2CCO)cc1 (stereo unspecified)	-3.7	-7.7	-0.1	-14.8	6.7	-0.0948	-5.7	1.1	1.2
N=C1CCCN1CC(=O)c1ccc(Br)cc1	2.9	-7.1	0.9	5.1	6.5	-0.408	-5.6	0.7	2.7
Cc1cc(C(F)(F)F)nn1CC(=O)NNC(=S)Nc1cccc(Cl)c1	-1.4	-11.5	0.1	-18.7	5.6	0.521	-3.2	-1.0	3.5
CCOc1ccccc1Nc1cc(C)nc2nnnn12	-0.1	-7.2	0.3	37.2	16.9	·	-4.0	0.3	0.1
COc1ccc(C(=O)CN2C(=O)NC3(CCCCC3)C2=O)cc1OC	0.4	-15.7	0.7	25.3	-9.1	2.97	-9.3	-1.6	1.7
CN(C)CCSc1nc(-c2ccccc2)nc2c1CCC2	3.1	-12.2	-0.7	4.0	4.7	0.172	-14.1	1.0	-0.9
CC(=O)Nc1ccc(NC(=O)C(C)OC(=O)/C=C/c2cn(-c3ccccc3)nc2-c2cccnc2)cc1 (stereo unspecified)	3.3	9.2	0.2	9.5	-0.6	-0.929	-18.5	·	7.4[fluorescence artefact?]
S=C(NCCc1ccccc1)N1CCc2ccccc2C1	0.3	-8.3	0.7	32.1	9.7	-2.13	10.1	1.5	0.4
O=C(C1CCN(C2CCN(Cc3ccc4cc(F)ccc4n3)CC2)CC1)N1CCCC1	-1.7	·	0.4	14.3	·	0.482	-4.7	-0.9	3.0

(more compounds)
SMILES	TNF death inh	Mdm2 ligase inh	PERK inh	m-calpain inh	Rad51 HR inh	KCC2 mod	EBV gp42 inh	zVAD death inh	eIF4E 4G PPI
O=C(CSCCO)Nc1ccc([N+](=O)[O-])cc1	0.9	-6.2	-0.3	-21.0	-1.7	0.401	1.6	2.8	1.0
COc1cc(NC(=O)CSc2nc3cc(C)ccc3cc2C)c(C(=O)O)cc1OC	1.1	-15.8	-0.2	-22.1	1.9	-0.768	-8.4	0.9	4.3
CC(CNC(=O)c1ccc(N)cc1)NC(=O)c1ccc(N)cc1 (stereo unspecified)	0.3	-3.1	1.7	4.0	-11.0	1.76	-13.0	-0.1	-0.7
CCn1c(SCC(=O)c2ccc(NC(C)=O)c(OC)c2)nnc1-c1ccc(NS(C)(=O)=O)cc1	0.9	5.5	1.4	0.6	2.9	0.0207	-17.1	0.1	4.0
COc1ccc(OCCCC(=O)NCc2ccco2)cc1	-3.0	-8.7	1.2	-13.0	-2.5	·	-2.6	-0.3	-1.6
O=C(CSc1ccc(-c2ccco2)nn1)c1ccccc1	2.2	-1.6	0.6	4.0	-4.3	-1.64	-7.1	0.6	-2.3[fluorescence artefact?]
CCS(=O)(=O)N1CCN(C(=O)c2ccc(-c3ccccc3)cc2)CC1	-2.4	-6.1	-0.5	-20.3	0.6	-0.424	-21.4	0.5	·
Cc1c(NC(=O)C(C)N2C(=O)c3ccccc3C2=O)c(=O)n(-c2ccccc2)n1C (stereo unspecified)	-1.2	-2.3	1.4	-1.2	0.4	1.1	0.3	0.5	2.9[fluorescence artefact?]
O=C(N/N=C/c1sc(N2CCOCC2)nc1-c1ccccc1)c1ccc(O)cc1	-2.6	0.0	0.7	-130.7	-4.5	-1.33	1.8	1.1	-6.7
COC(=O)c1ccc(CSc2nnc(C)n2N)o1	0.9	·	0.0	21.2	·	-0.776	10.6	0.5	-1.7
Cc1ccc(N2CC(c3nc4ccccc4n3C)CC2=O)cc1C (stereo unspecified)	0.2	-6.1	0.1	17.3	-2.4	-0.993	-30.5	1.8	-0.6
COc1cc2c(cc1OC)C(C)N(Cc1ccc3c(c1)OCO3)CC2 (stereo unspecified)	1.6	-5.1	0.5	-6.2	-3.5	0.0446	-35.6	-0.2	3.6
CC(=O)C1=NN(c2ccccc2)C(c2ccc3c(c2)OCO3)N1c1ccc(N2CCOCC2)cc1 (stereo unspecified)	1.1	-4.5	0.0	-18.3	7.9	-0.291	-12.2	-0.1	1.4[fluorescence artefact?]
CCOC(=O)c1[nH]c(=O)[nH]c1CSc1ccccn1	-1.0	-7.5	0.7	12.5	4.2	·	-17.4	0.7	-6.1
CCOC(=O)C(=O)Nc1ccccc1C(=O)OC	0.3	-6.1	1.2	-30.4	16.3	-0.584	-16.5	8.9	-1.1
Cc1cccc(N2CCN(C(=O)CCNS(=O)(=O)c3ccc4c(c3)CCC(=O)N4)CC2)c1C	-5.3	11.5	0.1	-25.9	2.8	0.00357	-10.3	-2.3	-0.8
Cc1nc(C(F)(F)F)nc(Nc2ccc(N=Nc3ccccc3)cc2)c1C#N	1.5	9.4	0.9	-0.1	-3.1	0.962	-17.6	1.2	-0.7
CCN(CC)CCOC(=O)c1ccc(NC(=O)/C=C/c2cccs2)cc1	3.4	-9.2	-0.6	-0.9	-0.5	0.34	8.6	2.6	-3.9
CSC1=NCCN1S(=O)(=O)c1ccccc1	-0.9	-5.7	0.4	-39.5	-14.5	-0.812	-21.0	4.1	-3.0
COc1cc(N2CCOCC2)ccc1C=C(C#N)C#N	-0.3	-49.5	-0.8	11.0	2.3	0.35	34.8	-0.7	-2.8
Cc1cc(C=O)c(C)n1-c1cccc(C(=O)O)c1	0.0	-10.3	1.9	-30.8	-3.7	0.552	4.3	0.8	1.7
COc1ccc(/C=C/c2ccncc2)cc1	-3.7	·	0.5	-129.4	10.1	0.479	-12.2	-0.3	12.9[fluorescence artefact?]
O=C(O)c1ccccc1SCc1cn2ccccc2n1	1.2	11.3	0.8	-9.1	-13.5	0.371	-23.7	0.1	9.3[fluorescence artefact?]
c1cncc(C2Nc3ccccc3-c3nc4ccccc4n32)c1 (stereo unspecified)	-1.0	-16.7	-0.5	-414.4	2.6	·	-8.7	-0.8	0.4
O=c1c2ccccc2ncn1Cc1ccco1	1.1	-53.0	-0.3	-17.0	-6.5	·	-14.9	1.0	-3.6
COC(=O)/C=C1/S/C(=N/N=C/c2ccco2)NC1=O	1.7	-13.5	1.2	-4.9	23.9	·	-9.4	0.6	-6.1
NC(=S)c1cc2cc(Cl)ccc2oc1=O	4.1	-3.7	-0.2	-9.0	13.1	0.465	-21.4	2.0	0.7
